# Y pestis TopoI: Y. pestis Topo-I inhibition via cleavage products; Y. pestis Topo-I cleavage product accumulation, plate reader; activity, % at 10 µM; 360,000 compounds, 0.064% hits; in the data active = activity above about 50%, passing the limit was not always enough; inconclusive = no clear call, values can overlap the other calls; also: inactives centre near 2
# Vc quorum ag: inducers of Vibrio cholerae quorum light production without autoinducers; activation, % at 18.7 µM; V. cholerae BH1578 lux reporter, luminescence, 6 h; AID 588436; 350,000 compounds, 0.16% hits; in the data active = activation mostly above about 9.7%, no sharp cut-off; inconclusive = no clear call, values can overlap the other calls; inactive = mostly below about 3.7%; also: not every result past the cut was called active; inactives centre near 0; reference of the scale not given here
# PfHsp40 rescue: rescue of PfHsp40-mediated yeast toxicity | S. cerevisiae expressing PfHsp40, growth rescue, ATP luminescence | growth rescue, % at 12.5 µM | 340,000 compounds, 0.68% hits; in the data active = growth rescue above about 28%, passing the limit was not always enough; inconclusive = no clear call, values can overlap the other calls;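 also: yeast W303a lacking pdr1 and pdr3 grown in galactose medium; growth measured after three days at 30 °C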
# DUSP3 inh: blocks human VHR1 dual specificity phosphatase; P51452; recombinant VHR phosphatase, pNPP absorbance; inhibition, % at 13.3 µM; 290,000 compounds, 0.52% hits; AID 1654; in the data active = inhibition above about 50%; also: some compounds called inactive have numbers as strong as hits
# TcdB inh: TcdB glycohydrolase inhibition. AID 652162. P18177. 350,000 compounds, 0.24% hits. inhibition, % at 9.99 µM. TcdB glycohydrolase enzymatic assay, plate reader; in the data active = inhibition above about 10%
# BoNT A protease: inhibitors of Botulinum neurotoxin A light chain protease; multiplex microsphere protease substrate cleavage, flow cytometry; 360,000 compounds, 0.17% hits; inhibition, % at 10 µM; AID 588499; also: plate controls were buffer without enzyme for full effect and enzyme alone for no effect
# 3CLpro inhibitor: SARS-CoV 3CLpro protease inhibition. P0C6X7. recombinant SARS-CoV 3CLpro, quenched FRET peptide cleavage. inhibition, % at 6 µM. 290,000 compounds, 0.14% hits; in the data active = inhibition above about 12%
# CCHF vOTU inh: CCHFV vOTU protease inhibition. Pep-AMC fluorescence. 370,000 compounds, 0.55% hits. AID 651958. inhibition, % at 11.5 µM; in the data active = inhibition above about 30%; also: 0% = vehicle wells with enzyme and 100% = no enzyme wells
# SSB-PriA inh: inhibitors of Klebsiella pneumoniae PriA binding to SSB C-terminal tail; AlphaScreen SSBct-PriA binding, biotinylated peptide; inhibition, % at 33 µM; 430,000 compounds, 0.6% hits; in the data active = inhibition mostly above about 37%, no sharp cut-off; inactive = mostly below about 20%;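 also: plate controls were negative control peptide for no effect and reference peptide for full effect; strong numbers were not always called active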
# Anthrax LF prot: inhibitors of Bacillus anthracis lethal factor protease | 360,000 compounds, 0.12% hits | P15917 | multiplex microsphere protease cleavage assay, LF | inhibition, % at 10 µM; also: plate controls were buffer without enzyme for full effect and enzyme alone for no effect
# Numbers without * were called inactive; i = inactive; ? = inconclusive; nt = not tested or not shown. Rule as the data show it, unless noted: active = inhibition above about 30%; inconclusive = no clear call, values can overlap the other calls; inactive = below that.
SMILES,Y pestis TopoI,Vc quorum ag,PfHsp40 rescue,DUSP3 inh,TcdB inh,BoNT A protease,3CLpro inhibitor,CCHF vOTU inh,SSB-PriA inh,Anthrax LF prot
COc1ccc(CNC(=O)CN(Cc2ccco2)C(=O)CCC(=O)Nc2ccccn2)cc1,4,-0.2,-2.2,21,-0.3,0.4,3,10,0,1
CC(C)n1c(N2CCN(S(=O)(=O)c3cccc([N+](=O)[O-])c3)CC2)nc2ccccc21,2,-0.4,0.0,-23,1.1,1.4,3,-9,15,-8
CCOCc1cn(CC(=O)c2ccc([N+](=O)[O-])cc2)c(C)nc1=N,-8,i,0.3,44,nt,-1.2,0,-9,-7,-11
O=C1N=C(N2CCCC2)CN1c1ccccc1,-8,-0.4,-1.0,23,nt,-0.3,-1,5,-4,0
Cc1ccc(C)c(OC(=O)C2CSC3(C)CCC(=O)N23)c1C (stereo not given),10,i,2.1,nt,1.7,0.3,nt,2,-6,1
COC(=O)/C(=C\C(=O)c1ccc([N+](=O)[O-])cc1)Nc1ccc(OC)cc1,-3,0.5,nt,36,1.7,-0.6,4,-3,32,-5
CN(C)c1ccc(C(=O)OCC(=O)NC2CCCCC2)cc1,4,-0.4,-2.5,3,nt,0.0,-4,4,-6,5
CCOc1ccc(C(C)NC(=O)C2CCN(S(=O)(=O)c3ccc(OC)cc3)CC2)cc1OCC (stereo not given),9,i,-0.3,nt,-0.3,nt,nt,15,3,nt
COc1ccc(-c2cc(=O)c3cc(OC)ccc3o2)cc1,4,-0.2,-1.3,13,1.4,0.2,3,-7,-3,2
CCOC(=O)N1CCN(C(=O)COC(=O)CNC(=O)c2ccc(OCC)c(OCC)c2)CC1,-5,i,0.5,nt,0.3,0.7,nt,-3,-9,2
COc1ccc(N2C(=S)N=C(Nc3cccc(C)c3)C23CCCCC3)cc1,11,-0.2,-0.4,4,1.0,-0.1,3,8,-13,-1
O=S(=O)(c1ccc(-n2cnnn2)cc1)N(C1CCCCC1)C1CCCCC1,-8,-0.7,-0.3,36,nt,-0.3,6,2,3,-9
CN(CC(=O)Nc1sccc1C(N)=O)S(=O)(=O)c1ccc(Cl)cc1,-6,0.8,-1.1,nt,-3.0,0.4,nt,13,-8,-6
CC1CC(C)CN(CCCNC(=O)Cn2ncc3c([nH]c4ccccc43)c2=O)C1 (stereo not given),0,-0.5,-1.2,35,-1.2,-2.9,7,15,6,-2
CS(=O)(=O)c1ccc2nc(NC(=O)Nc3ccc(Cl)c(Cl)c3)sc2c1,-3,-4.2,0.2,-4,nt,0.0,3,-13,-5,-1
O=C([C@@H]1Cc2ccccc2CN1)N1CCN(Cc2ccccc2)CC1,4,-0.1,-0.9,6,0.0,0.0,2,5,-10,-13
NC(=O)c1ccsc1NC(=O)CSc1nnc(C2CC2)n1Cc1ccccc1,10,3.1,0.0,14,nt,-0.2,-4,5,-5,-3
CCCOc1ccc(C(=O)N/N=C/c2ccc(-c3ccc(S(=O)(=O)Nc4ncccn4)cc3)o2)cc1,3,i,-0.7,12,nt,?,3,0,nt,-1
O=C1NN(c2ccccc2)C(=O)/C1=C/c1ccc(-c2cccc(C(=O)O)c2)o1,-19,i,0.0,0,0.6,0.3,4,7,-2,19
CCCCCCCCNCCS(=O)(=O)NCc1ccc(OC)cc1,45,-0.4,-0.7,nt,-0.2,-0.3,nt,14,-18,-2
CC1CC(=O)N(c2ccc(NCc3ccc(Cl)cc3)c([N+](=O)[O-])c2)C1=O (stereo not given),19,-1.0,1.3,4,1.6,-1.0,-3,-1,-1,-3
CCC1CCCCN1S(=O)(=O)c1ccc(C(=O)Nc2nnc(C3=COCCO3)o2)cc1 (stereo not given),-6,i,2.0,18,1.2,-1.8,-1,7,-3,5
CN(Cc1ccccc1)c1ccc(C(=O)O)cc1[N+](=O)[O-],-5,i,1.5,16,nt,-0.3,6,5,5,-1
COc1cc(CNc2ccc(N3CCOCC3)c(C(=O)O)c2)ccc1OCC(N)=O,1,-2.9,-1.2,-2,nt,0.4,-3,1,-14,-5
CCOC(=O)C1CCN(C(=O)CSc2n[nH]c(=O)[nH]c2=O)CC1,4,i,-1.7,-12,nt,-0.4,-3,-6,-7,1
COc1ccc(NC(=O)CCNS(=O)(=O)c2cccc3nsnc23)cc1,2,i,0.6,-1,2.2,-1.2,2,-20,0,-1
COc1ccccc1CNC(=O)c1nnc(Cc2ccc(Cl)cc2)o1,26,-0.3,1.0,4,1.8,0.4,5,1,-18,-2
COc1ccc(-c2ccc3c(c2)[C@@H]2C[C@H](N(C)C(=O)Nc4ccccc4)[C@H]([C@H](C)O)C(=O)N2CC3)cc1,13,i,0.7,nt,1.4,-0.2,nt,-2,-14,-6
O=C(O)c1ccccc1/C=N/Nc1ccc(S(=O)(=O)N2CCOCC2)cc1[N+](=O)[O-],-4,-0.2,0.2,21,2.3,nt,-2,2,i,nt
On1onc2c3cc(-c4ccccc4)nc3ccc21,-23,-0.5,0.7,11,4.6,-2.0,4,4,7,-7
CCOc1ccc(/C=C(\C(=O)O)c2ccc(S(=O)(=O)N3CCCCC3)s2)cc1OC,3,i,-1.2,nt,1.1,-0.7,nt,1,-15,1
COc1ccc(CNC(=O)C(c2ccco2)N(C(=O)c2snc(C(N)=O)c2N)c2cccc(OC)c2)cc1 (stereo not given),21,-0.3,0.2,2,-0.5,0.9,2,-8,4,2
COc1cc(N=c2ssnc2Cl)cc(OC)c1,-3,8.3,-1.7,-23,nt,0.9,-6,4,-11,0
O=C(COc1ccc2c(-c3ccccc3)cc(=O)oc2c1)Nc1cccnc1,-3,-5.1,0.6,99,1.9,0.0,1,-2,-8,0
COc1ccc(S(=O)(=O)NC(=O)C2(C)CCN2C(=O)CCc2ccc(Cl)cc2Cl)cc1 (stereo not given),5,-0.4,nt,nt,-1.3,-0.5,nt,-12,nt,-5
Nc1ccc(C(=O)Nc2ccc(Nc3ccncc3)cc2)c([N+](=O)[O-])c1,3,-4.5,nt,nt,0.3,-0.7,nt,21,nt,-4

# Record cards (already shown):
# `COc1ccc(CNC(=O)C(c2ccco2)N(C(=O)c2snc(C(N)=O)c2N)c2cccc(OC)c2)cc1` (stereo not given) reads Y pestis TopoI: 21; Vc quorum ag: -0.3; PfHsp40 rescue: 0.2; DUSP3 inh: 2; TcdB inh: -0.5; BoNT A protease: 0.9; 3CLpro inhibitor: 2; CCHF vOTU inh: -8; SSB-PriA inh: 4; Anthrax LF prot: 2
# `O=C(COc1ccc2c(-c3ccccc3)cc(=O)oc2c1)Nc1cccnc1` reads Y pestis TopoI: -3; Vc quorum ag: -5.1; PfHsp40 rescue: 0.6; DUSP3 inh: 99; TcdB inh: 1.9; BoNT A protease: 0.0; 3CLpro inhibitor: 1; CCHF vOTU inh: -2; SSB-PriA inh: -8; Anthrax LF prot: 0
# `COc1cc(N=c2ssnc2Cl)cc(OC)c1` reads Y pestis TopoI: -3; Vc quorum ag: 8.3; PfHsp40 rescue: -1.7; DUSP3 inh: -23; TcdB inh: nt; BoNT A protease: 0.9; 3CLpro inhibitor: -6; CCHF vOTU inh: 4; SSB-PriA inh: -11; Anthrax LF prot: 0

# More results follow:
SMILES,Y pestis TopoI,Vc quorum ag,PfHsp40 rescue,DUSP3 inh,TcdB inh,BoNT A protease,3CLpro inhibitor,CCHF vOTU inh,SSB-PriA inh,Anthrax LF prot
CCN1C2OC3OC4C(OC3OC2N(CC)S1(=O)=O)N(CC)S(=O)(=O)N4CC (stereo not given),1,-0.9,-0.3,8,0.4,0.3,-8,7,-7,-2
CC(C)c1ccc(NC(=O)C2CC(=O)N(C(C)C)C2)cc1 (stereo not given),-2,-3.4,4.3,10,nt,0.5,-1,9,-2,8
COCCCNC(=O)CSc1nc2cc3c(cc2c(=O)n1CCCC(=O)NCc1ccc(OC)cc1)OCO3,7,-0.4,0.8,-6,0.0,-1.0,2,9,0,-6
CN(CC(=O)Nc1ccc(N2CCOCC2)cc1)CC(=O)Nc1ccc(Cl)cc1[N+](=O)[O-],33,-0.2,2.6,-2,4.8,0.0,-2,24,22,1
O=C(O)COCC(=O)Nc1cc(C(F)(F)F)cc(C(F)(F)F)c1,-7,i,-0.6,-3,4.4,?,-3,6,-10,14
O=C(Cn1cc2c(n1)CCCC2)NCc1cccs1,5,i,0.0,21,0.6,-0.6,2,-2,-13,-1
COc1cccc(OC)c1C(=O)NC(C)CCc1ccccc1 (stereo not given),4,-2.4,-1.0,2,0.2,nt,-6,9,-7,nt
Cc1ccc(C)c(Oc2ccc(S(=O)(=O)N3CCN(C)CC3)cn2)c1,-2,i,-1.2,nt,1.5,nt,nt,10,0,nt
Nc1nonc1-n1nnc(C(=O)N/N=C/C2CCCCC2)c1-c1ccccc1,-7,-0.4,0.7,29,-0.4,0.7,2,19,nt,2
Nc1c(C(=O)NCCc2ccccc2)nnn1Cc1ccc(Br)cc1F,2,-0.3,-0.2,33,-0.4,0.3,-2,0,4,-3
O=C(NC1CCc2ccccc21)C1CCN(S(=O)(=O)c2ccc(-n3cnnn3)cc2)CC1 (stereo not given),5,i,-0.2,14,nt,1.6,1,4,-2,6
CC1(C(=O)NS(=O)(=O)c2ccc3ccccc3c2)CCN1C(=O)CC1CCCCC1 (stereo not given),8,-0.7,nt,nt,-1.3,0.2,nt,11,nt,-3
O=C(Cc1ccccc1)NC(NCCCN1CCOCC1)(C(F)(F)F)C(F)(F)F,-5,nt,-1.9,-6,nt,-0.4,3,1,0,-2
COc1cccc(Nc2nc(-c3ccccc3)nc3ccccc23)c1,-33,i,38*,nt,-1.7,-2.7,-2,-4,-53,0
COc1c(Br)cc(Br)cc1C(=O)Nc1ccccc1N1CCCC1,1,i,-0.4,-11,0.3,-2.1,3,-3,2,6
CCC(=O)N1C(Cc2ccccc2)COC1(C)C (stereo not given),2,-3.6,0.3,-23,nt,-0.4,2,-1,3,1
CCc1ccc(/C(C)=N/NC(=O)C(O)c2ccccc2)s1 (stereo not given),5,-0.8,-0.2,nt,2.5,3.8,nt,-10,nt,-15
CC1(C)CC(=O)C2=C(C1)Nc1ccccc1NC2c1ccc(F)cc1 (stereo not given),-17,-0.7,0.5,-22,1.7,-3.5,0,4,-6,-20
S=C(NCCc1ccccn1)Nc1cc(Cl)cc(Cl)c1,0,-0.9,-1.6,13,0.6,-1.1,-5,-5,-8,-3
O=C(c1ccco1)N1CCN(C(=O)C2CC(c3ccccc3F)=NO2)CC1 (stereo not given),1,-0.2,-0.1,5,-11,-0.2,-4,8,6,3
CCC(=NCCc1ccccc1)c1c(O)[nH]c(=O)[nH]c1=O,9,-0.3,0.2,-4,1.2,-0.5,1,-12,-7,-7

# High-throughput results as filed in PubChem BioAssay.

# Some of the compounds tested, so the mix of outcomes need not match the whole.
